Pf Dd2 growth: blocks in vitro growth of P. falciparum Dd2. Potency, µM (top dose mostly 28.9 µM), inactives show at the highest dose activity, negative = inhibition, actives largely listed as inhibitors. AID 1347417. P. falciparum Dd2 growth, SYBR Green, 72 h. actives 4.3% (n = 120,000); active = well fitted inhibition curve with a large enough effect; inconclusive = small, poorly fitted or top-dose-only effect; inactive = no such curve, though single readings can be large or run the other way;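 also: plate controls were DMSO vehicle for no effect and reference drug for full effect; nearly all actives have a fitted effect of over 65% in size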
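Readout: SYBR Green fluorescence, 485 nm excitation, 535 nm emission, after ~16 h lysis at 37C. Before that, Dd2-infected red cells (2.5% hematocrit) grew 72 h with compound, 29 uM top final concentration.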
* hit, by the source's call; i = inactive; ? = inconclusive; [ ] = dose if it differs, or a comment. Potency is read from the fitted curve at half-maximal effect. Only part of the results is shown; count on the stated rates, not on these rows.

SMILES	Pf Dd2 growth
CC(=O)N1CCN(C(=O)C2(C)CCc3cnc(Nc4ccccc4)nc32)CC1 (stereo unspecified)	21%[44.1 µM]
COc1ccccc1C(=O)N1CCCCCC1CN1CCOCC1 (stereo unspecified)	3%
O=C(c1ccc(F)c(F)c1)N1CCC[C@H]1c1nc(-c2ccccc2Cl)no1	-26%
COc1cccc(CNC(=O)Cn2c(-c3ccc(F)cc3)nc(C)cc2=O)c1	i
O=Cc1ccccc1-c1ccccn1	12%[44.1 µM]
N#Cc1ccc(CN2CC(Oc3ccc(F)c(F)c3)C2)cc1	?
COc1cccc(CN2C(=O)C3(SCC(=O)N3c3ccc(C)c(Cl)c3)c3ccccc32)c1 (stereo unspecified)	i
O=C(c1ccc(Br)o1)N1CCCN(c2cc(-c3ccc(F)cc3)[nH]n2)CC1	-20%
O=C(CC[C@H]1NC(=O)c2ccccc2NC1=O)Nc1nnc(C2CC2)s1	?
Cc1cccc(NC(=O)CN2C(=O)COc3ccc(S(=O)(=O)N4CCC(C)CC4)cc32)c1C	5%
CC(C)(C)OC(=O)N1CCC(c2nnc(SCc3ccccc3F)o2)CC1	7%
COc1ccc(NC(=O)COCc2cc(-c3ccco3)on2)cc1Cl	34%[activator]
CC(=O)Nc1cccc(NC(=O)CSc2nccn2Cc2ccccc2)c1	i
C=CCCC(CN1CCSCC1)Oc1ccc(C#N)cn1 (stereo unspecified)	-30%
COc1ccc(C(=O)N2CCC(n3cc(-c4nc(-c5ccccc5)no4)nn3)CC2)c(C)c1	?
Nc1nc2c(s1)C(c1cccc(F)c1F)CC(=O)N2 (stereo unspecified)	i
Cc1ccc2oc(C(=O)Nc3sc4c(c3C(=O)NCc3cccnc3)CCCC4)cc(=O)c2c1	23%
O=C(CN1CCOCC1)N[C@@H]1CN(Cc2ccccc2)C[C@H]1CO	24%
CN1CCC(N2CC3(CCC2=O)CCN(C(=O)Cn2ccnc2)CC3)C1 (stereo unspecified)	1%
CCOc1ccc(NS(=O)(=O)c2ccc3[nH]cc(C(=O)NCC4CCCO4)c(=O)c3c2)cc1 (stereo unspecified)	-17%
CN1[C@@H](CCC(=O)NCc2cccnc2)CNC(=O)[C@@H]2[C@H]1CCN2Cc1ccc(S(C)(=O)=O)cc1	4%
Cc1cc(C(=O)NCCCOC(C)C)c2c(C3CCNC3)noc2n1 (stereo unspecified)	-4%
Cc1c(CNC(=O)c2ccc3nc(-c4ccc(F)cc4)cn3c2)cnn1C	-15%
CN(C)c1ccc(C(=O)N2CCC(n3cc(-c4nc(-c5ccccc5)no4)nn3)C2)cc1 (stereo unspecified)	-26%
CSc1ccc(C2c3c(-c4ccccc4O)n[nH]c3C(=O)N2Cc2ccncc2)cc1 (stereo unspecified)	13µM*
Cc1cccc(C(=O)N2CCCCCNC(=O)[C@@H]3CCCC[C@@H]32)c1	3%
COc1cccc(CN2CCCCCNC(=O)[C@@H]3CCC[C@@H]32)c1OC	-32%
CCc1cccc(C)c1NC(=O)CN1C(=O)NC2(CCC(C)CC2)C1=O (stereo unspecified)	4%
Cc1ccccc1CN1CCC2(CC1)COCCN2C(=O)OCc1ccccc1	?
O=C(c1ccc(=O)[nH]c1)N1CCCC(CCc2cccc(C(F)(F)F)c2)C1 (stereo unspecified)	-14%
COc1ccc(-c2nc3c(c(-c4ccccc4)n2)CN(C(C)=O)CC3)cc1	i
CCNC(=O)CC1C(=O)N(c2cccc(OC)c2)C(=O)N1Cc1ccc(OC)c(OC)c1 (stereo unspecified)	5%
COc1ccc(-c2nc(SCC(=O)Nc3ccc4c(c3)OCCO4)c(-c3ccc(F)cc3)[nH]2)cc1	?
COC(=O)c1sc2cccc(F)c2c1S(=O)(=O)N1CCN(c2cccc(OC)c2)CC1	5%
O=C1NC2(CCCN(C(=O)c3ccc(C(F)(F)F)cc3)C2)Oc2ccccc21 (stereo unspecified)	i
CC(C)NC(=O)N[C@H]1CCN2C(=O)c3cc(/C=C/c4ccccc4)ccc3NC(=O)[C@H]12	i
O=C(N[C@H]1CCCNC1=O)C1=C[C@@H](NS(=O)(=O)c2cccs2)[C@@H](O)[C@H](O)C1	-8%[44.1 µM]
Cc1ccc(C(C)(C)C)c(OCC(=O)Nc2ccc(Cl)cc2C(=O)c2ccccc2)c1	?
Cc1ccccc1OCc1nc(C2CN(C(=O)NCc3ccccc3)C2)no1	?
CCOc1ccc(C(=O)NC2CCCN(c3cc(-c4ccccc4)[nH]n3)C2)cc1OCC (stereo unspecified)	?
COC(=O)c1ccccc1NC(=O)CCc1c(C)nc2cc(-c3ccc(Cl)cc3)nn2c1C	15%
Cc1ccc(Cl)c(OCC(=O)c2ccc3c(c2)N(CCCC(=O)N2CCOCC2)C(=O)CO3)c1	i
O=C(c1ccc(Cl)cc1)N1CCC2(CC1)OCC(C(=O)N1CCCC1)N2C(=O)c1ccccc1 (stereo unspecified)	i
CSCC(=O)N1C[C@@H](NC(=O)Nc2ccc(F)cc2F)C[C@H]1C(=O)N[C@@H](Cc1cccs1)C(N)=O	?
CCn1ncc(S(=O)(=O)N2CCCC(CO)(CC=C(C)C)C2)c1C (stereo unspecified)	-20%
COC(=O)[C@@H]1Cc2ncn(Cc3ccc(OC)cc3)c2CN1S(=O)(=O)c1cccc2c(N(C)C)cccc12	i
O=C(O)c1cnc(N2CCCCC2)nc1-c1ccccc1	9%
CC(Oc1ccccc1)C(=O)N1CCN(C(=O)c2nnn3c2COC(c2ccccc2)C3)CC1 (stereo unspecified)	-7%
COc1ccccc1CN1CCC2(CC1)CC(C(=O)O)N(C(C)=O)C2 (stereo unspecified)	6%
Cc1cn2nc(C(=O)NCc3ccc(F)cc3)cc2c(N2CCCC2)n1	i
Next part
SMILES	Pf Dd2 growth
CCCNC(=O)N1C[C@@H](Oc2cccnc2)C[C@@H]1C(=O)NCCOC	-27%
Clc1ccccc1C1Cn2cnc(-c3nc(-c4ccncc4)no3)c2CO1 (stereo unspecified)	5.6µM*
O=C(O)CCc1ccc(-c2ccccc2)n1-c1ccc(C(=O)O)cc1	10%
Cc1ccccc1Nc1c2c(nc3nncn13)CCC2	-10%
Cc1cc(Cl)ccc1-c1ccc(CN)cc1	?
COc1ccc(C)cc1S(=O)(=O)NCC(c1ccc(N(C)C)cc1)N1CCc2ccccc21 (stereo unspecified)	?
Cc1ccccc1Nc1c(-c2c[nH]c3ccccc23)nc2cccc(C)n12	20%
CCOc1ccc(NC(=O)c2cc(S(=O)(=O)N3CCOCC3)ccc2F)cc1	i
Cc1cc(C)c2nc(N(Cc3cccnc3)C(=O)c3cccs3)sc2c1	10µM*
COc1ccc(C(=O)N2C(C(=O)N3CCCC3)COC23CCN(C(=O)c2cccc(C)c2)CC3)cc1 (stereo unspecified)	0%
O=C(Cn1ccn2nc(-c3ccc(F)cc3)c(CO)c2c1=O)NCc1ccc2c(c1)OCO2	28%
CC1(C(=O)Nc2cccc(C(F)(F)F)c2)Cc2ccccc2C(=O)O1 (stereo unspecified)	49%[activator]
CCCOc1ccc(CN2C[C@@H]3C(=O)N(CCOC)C(=O)[C@@H]3C2)cc1	204%[activator]
O=C(CCC[C@H]1NC[C@@H]2C[C@H]1CN(Cc1ccccc1)C2)NCCCN1CCCc2ccccc21	?
CN(C)c1ccc(-n2cnc3cccnc32)cc1	-19%[44.1 µM]
Cc1ccc(C(=O)N2CCC3(CC2)[C@H](O)C[C@@H]3OCCO)s1	-16%
COCCOCC(=O)N1CCCN(S(=O)(=O)c2ccccc2)CCC(=O)NCC1	14%
CCOC(=O)Cn1c(-c2cccs2)cc2cc(Cl)ccc21	-12%
O=C(Nc1cc(-c2nc3ccccc3o2)ccc1Cl)c1cccc2c(Cl)cccc12	50%[activator]
COc1cccc(CCC(=O)NCCC2CCN(C(=O)Nc3ccc(C)cc3)CC2)c1	i
CCOc1ccc(NC(=O)C2CCN(C(=O)c3ncn4c3COC(c3ccc(F)cc3)C4)CC2)cc1 (stereo unspecified)	i
CCOC(=O)C(Cc1c[nH]c2ccccc12)NC(=O)COc1ccc(Cl)c(C)c1 (stereo unspecified)	?
COc1ccccc1-c1cc(C(F)(F)F)nc(S(=O)(=O)CCCC(=O)Nc2ccccc2F)n1	?
O=C(c1cccs1)N1CCC2(CC1)N=C(c1ccccc1)NO2	i
CCC(=O)N1CCC[C@H](n2c(=O)n(C)c3cccnc32)C1	-15%
O=C(c1ccccc1)N1CCC2(CC1)C(=O)NN=C2c1ccccn1	-27%[44.1 µM]
CCOc1ccc(CCNC(=O)c2sc3nc4n(c(=O)c3c2C)CCCC4)cc1OCC	?
COc1cncc(Nc2cnc3ccc(-c4ccc(OC)c(OC)c4)nn23)c1	0.89µM*
CN(C)C(=O)CN1C(=O)CO[C@H](c2ccc(NC(=O)c3ccc(C(F)(F)F)cc3)cc2)[C@H]1CO	6%
CC1=C[C@@H](CN(C)CCO)[C@H](C(C)C)C[C@H]1Cc1nnc(-c2ccc(C)cc2)o1	10µM*

Of the compounds above, 5 contain a CF3 group.
SMILES	Pf Dd2 growth
O=C(c1ccc(=O)[nH]c1)N1CCCC(CCc2cccc(C(F)(F)F)c2)C1 (stereo unspecified)	-14%
O=C1NC2(CCCN(C(=O)c3ccc(C(F)(F)F)cc3)C2)Oc2ccccc21 (stereo unspecified)	i
CC1(C(=O)Nc2cccc(C(F)(F)F)c2)Cc2ccccc2C(=O)O1 (stereo unspecified)	49%[activator]
COc1ccccc1-c1cc(C(F)(F)F)nc(S(=O)(=O)CCCC(=O)Nc2ccccc2F)n1	?
CN(C)C(=O)CN1C(=O)CO[C@H](c2ccc(NC(=O)c3ccc(C(F)(F)F)cc3)cc2)[C@H]1CO	6%

Next part:
SMILES	Pf Dd2 growth
Cc1ccc(NC(=O)Cn2cccc2-c2nc(-c3ccccc3)no2)c(Cl)c1	5%
CCc1cc(CN(C)C(=O)C(c2ccc(C)cc2)N(C)C)on1 (stereo unspecified)	-24%
COc1ncc(-c2ccnc(-c3nnc(C)n3CCN3CCOCC3)c2)cn1	i
CC(=O)NC1(C)CCCN(Cc2ccc(Oc3ccccc3)cc2)C1 (stereo unspecified)	i
COC[C@@H]1CN(C(=O)CCc2ccccc2OC)C[C@H]1c1nc(C)no1	25%
O=C1NC(=O)C(c2ccccn2)(C2CCN(C(=O)Cn3cnnn3)CC2)N1 (stereo unspecified)	-1%
Cc1nnc([C@@H]2CC(F)(F)CN2C(=O)c2ccoc2C)o1	?
O=C(Nc1ccc(F)cc1)C1CN(c2ccccc2)C(=O)N1 (stereo unspecified)	3%[44.1 µM]
O=C(N[C@@H]1CN(c2ncccn2)C[C@H]1CO)c1ccncc1	25%
CNC(=O)N1CCC(N2CC3CC(C2)[C@H]2CCCC(=O)N2C3)CC1 (stereo partly specified)	3%
CC(C)c1nc2c(c(-c3ccc(Cl)cc3)n1)CCN(CC1CC1)CC2	-18%
N#Cc1ccccc1NC(=O)C(=O)NCC(c1cccnc1)N1CCN(c2ccccc2)CC1 (stereo unspecified)	?
Cc1ccsc1CN(C(=O)c1oc2cc(Br)ccc2c1C)C1CCS(=O)(=O)C1 (stereo unspecified)	13%
Cc1ccc(C(=O)Nc2ccc3c(N4CCOCC4)ncnc3c2)cc1	-11%
CN1[C@@H](CCC(=O)N2CCCC2)CNC(=O)[C@@H]2[C@H]1CCN2C1CCCCC1	?
CN(C)C(=O)C1CN(C(=O)C2CCCCC2)CC12CCOCC2 (stereo unspecified)	5%
Cc1cc(CN(C)Cc2ccc(F)cc2)no1	-24%[44.1 µM]
Clc1ccc(C2Cn3nnc(-c4noc(C5CCCC5)n4)c3CO2)cc1 (stereo unspecified)	-21%
COc1cccc(OC)c1C(=O)Nc1ccc2c(c1)CN(Cc1ccccc1F)C(=O)C(C)O2 (stereo unspecified)	?
O=C(CCC1CCCC1)NCCC1CCN(C(=O)Nc2cccc(F)c2)CC1	-9%
COc1ccc(-c2nc3c(c(SCc4ccc(Br)cc4)n2)Cc2c(CO)cnc(C)c2O3)cc1	1.1µM*
COc1ccc(-n2c(-c3ccc(Cl)cc3)cc3c2CC(C)(C)CC3=O)c(OC)c1	?
Cc1cc(C)cc(-c2ccccc2CN)c1	13µM*
COc1cccc(NC(=O)CSc2nc3ccccc3n2C)c1	109%[activator]
CC(C)c1ccc(CN(Cc2ccco2)c2cnc(S(C)(=O)=O)nc2C(=O)Nc2ccccc2)cc1	?
O=S(=O)(NCc1ccccc1Cl)c1ccc(-c2cnc(C3CC3)o2)cc1	i
CN1C[C@H](O)C[C@H]1c1nnc2n1CCN(C(=O)c1ccco1)CC2	13%
CCCCc1ccc(NC(=O)c2cc3c(=O)n4ccccc4nc3s2)cc1	i
CCOc1ccc(NC(=O)CSC2=Nc3ccccc3C3=NC(CCC(=O)NCc4cccs4)C(=O)N23)cc1 (stereo unspecified)	76%[activator]
CCCCOc1ccc(C(=O)N2CCC[C@H]2c2nc(-c3ccc(C)cc3)no2)cc1	?

Two consecutive entries already listed, for reference:
SMILES	Pf Dd2 growth
COc1ccc(-n2c(-c3ccc(Cl)cc3)cc3c2CC(C)(C)CC3=O)c(OC)c1	?
Cc1cc(C)cc(-c2ccccc2CN)c1	13µM*

3 records picked at random from those above:
SMILES	Pf Dd2 growth
COC(=O)c1ccccc1NC(=O)CCc1c(C)nc2cc(-c3ccc(Cl)cc3)nn2c1C	15%
Cc1cccc(C(=O)N2CCCCCNC(=O)[C@@H]3CCCC[C@@H]32)c1	3%
COc1cccc(CNC(=O)Cn2c(-c3ccc(F)cc3)nc(C)cc2=O)c1	i
